Screens deposited in PubChem by Broad Institute.
INS-1E GSIS act: primary screen for activators of insulin secretion dependent on glucose, INS-1E cells, GLuc reporter luminescence | INS-1E GLuc reporter insulin secretion, 2-3 h | activation, % at 16.6 µM | actives 0.61% (n = 370,000);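 active = lowest replicate activation of at least 40%, so every replicate reaches that level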;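 note: 0% = median of neutral control wells and 100% = median of IBMX positive control wells; some compounds called inactive have numbers as strong as hits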
DENV2 CPE rescue: protects cells from dengue virus 2 cytopathic effect | DENV2-infected cells, cytopathic effect rescue, plate reader | CPE inhibition, % at 9.99 µM | actives 1.7% (n = 350,000) | AID 651640; in the data active = CPE inhibition above about 20%, passing the limit was not always enough; inconclusive = no clear call, values can overlap the other calls; tested in BHK-21 cells;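 note: 0% = median of neutral control wells and 100% = median of positive control wells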
CFTR F508del cor: correctors of CFTR F508del function in bronchial epithelial cells. CFBE cells, YFP halide quenching; stimulated with forskolin plus potentiator P3; % fluorescence drop versus neutral controls. activity (quench increase), % at 7.58 µM. actives 0.36% (n = 350,000). AID 720511;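 active = mean added fluorescence quench of at least 8% versus neutral control, with both replicates also reaching 8%; inconclusive = only one of the mean or replicate conditions met; inactive = mean below 8% and not both replicates reaching 8%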;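 note: cells transiently co-express mutant CFTR-F508del with the halide-sensitive YFP; corrector assay measuring rescue of mutant channel to the surface after 24 h compound exposure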
PAX8 reporter: lowers PAX8-driven luciferase in RMG-I cells | inhibition, % at 12.6 µM | RMG-I TPO-luciferase reporter, SteadyGlo, 24 h | AID 652154 | actives 1.2% (n = 360,000);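 active = mean replicate inhibition at least 60% with every replicate also reaching 60%; inconclusive = only one of the two criteria is met; inactive = mean below 60% and not all replicates reaching 60%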;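 note: luciferase light reporting Pax8 driven TPO promoter activity; plate controls were median of neutral control wells for no effect and mitoxantrone controls for full effect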
miR-122 sensor: blocks miR-122 activity in Huh7 sensor cells; Huh7 miR-122 Renilla luciferase sensor, 48 h; neutral wells = 0, positive control = 100; activation (reporter increase), % at 12.5 µM; actives 0.3% (n = 340,000);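 active = mean replicate activation score at least 90 and every replicate individually at or above 90; inconclusive = only one of the two criteria met; inactive = neither criterion met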;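 note: higher luciferase means less miR-122 activity so hits act as miR-122 inhibitors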
FN deposit inh: fibronectin deposition inhibition; AID 743247; AH1F fibroblasts, Alexa488-fibronectin deposition fluorescence, overnight; inhibition, % at 12.6 µM; actives 0.086% (n = 350,000);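 active = mean inhibition across replicates of 30% or more, regardless of how many single replicates reach that level; inconclusive = mean under 30% yet at least half of replicates reach 30%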;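 note: positive control wells lacked labelled fibronectin entirely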
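Schedule: 1 h cell adhesion before compound, then overnight fibronectin incubation; test system: AH1F fibroblast monolayer depositing Alexa488-labelled fibronectin into matrix; quantity: 10000 AH1F cells per well; probe or stimulus: fluorescent fibronectin at 24 nM final; signal: fluorescence, ex 485 nm, em 525 nm; evaluation: percent inhibition as loss of matrix-bound fibronectin fluorescence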
EWS-Fli block: inhibitors of EWS/Fli oncoprotein transcriptional activity | inhibition, % at 12.6 µM | A673 NR0B1-luciferase reporter, viability-normalised | actives 0.67% (n = 350,000);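 active = mean inhibition of at least 50% after viability correction, with every replicate also passing that limit; inconclusive = mean reaches 50% but only one of two replicates passes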;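 note: firefly luciferase signal divided by Alamar Blue viability fluorescence both relative to DMSO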
Numbers without * were called inactive; ? = inconclusive; . = not tested or not shown; & = joins results of further samples; ! = not active in a repeat; [ ] = dose if it differs, or a comment.

SMILES	INS-1E GSIS act	DENV2 CPE rescue	CFTR F508del cor	PAX8 reporter	miR-122 sensor	FN deposit inh	EWS-Fli block
COC(=O)C(O)(CC(=O)Nc1ccc(Cl)cc1Cl)C(F)(F)F (stereo not given)	17	-5	0.5	.	-5	.	-3
CN(C(=O)c1cccs1)C1(C)CCS(=O)(=O)C1 (stereo not given)	5	11	1.2	.	-5	-7	.
C[C@@H]1CCCCO[C@@H](CN(C)Cc2ccc(Cl)c(Cl)c2)[C@H](C)CN([C@H](C)CO)C(=O)c2cc(N(C)C)ccc2O1	-23	3	4.3	18	-8[16.7 µM]	.	.
NC(=O)CSc1ccc(-c2ccc(F)cc2)nn1	3	-3	2.5	-18	.	-2	-19
Cc1ccc(OCCNCc2ccccc2)c(C)c1	20	13	-1.0	9	-2	1	-3
Cc1ccc2nc3c(c(Nc4ccccc4)c2c1)CCC3	7	-7	-2.1	17	.	2	16
c1csc(-c2nc(N3CCOCC3)c3ccccc3n2)c1	39	7	0.8	10	.	7	4
CNC[C@@H]1Oc2cc(C#CCC(C)C)ccc2S(=O)(=O)N([C@@H](C)CO)C[C@H]1C	-4	5	-0.9	.	5[16.7 µM]	-10	15
C[C@H](CO)N1C[C@H](C)[C@H](CN(C)Cc2cccnc2)Oc2cc(-c3cccnc3)ccc2S1(=O)=O	6	.	1.0	.	3[16.7 µM]	-10	-11
CC1CCCCN1C(=S)NCc1ccccc1 (stereo not given)	9	7	2.2	35	.	1	6
CCCCn1c(-c2ccc(OC(F)F)cc2)nc2c1c(=O)[nH]c(=O)n2CC(C)C	-12	-1	-1.8	10	.	1	12
S=c1nc[nH]c2nc[nH]c12	10	5&-9	3.1&0.8	75*!	2&9	2&6	36&40
CCOc1ccc(CCNC(=O)COC(=O)/C=C/c2ccc(OC)c(OC)c2)cc1OCC	3	?	0.7	-10	0	1	.
O=C(CSc1nnc(COc2ccccc2)o1)Nc1ccc(F)cc1	3	-1	-3.5	-4	3	-1	3
CCCCn1c(CNC(=O)Cc2ccccc2)nc2ccccc21	.	-1	-6.3	-6	.	-1	7
Cc1ccccc1SCC(=O)Nc1cc(S(=O)(=O)N2CCOCC2)ccc1N1CCOCC1	-7	?	1.3	24	7	-1	22
C(=N\Nc1nc(-c2ccccc2)cs1)/c1ccncc1	1	-3	0.3	-44	.	.	-115
CC(=O)N1[C@H](CO)[C@H](c2ccc(-c3ccccc3)cc2)[C@H]1CNC(=O)NC(C)C	-4	?	0.2	.	.	-10	0
CCSCCOC(=O)C1=C(C)NC(=O)NC1c1ccc2c(c1)OCO2 (stereo not given)	-6	?	-0.2	-1	-2	-9	-4
C/C(=C\C(=O)N1CCc2ccccc21)C(=O)O	.	.	.	33	2	-7	.

Part of the list above in order of length of the SMILES, ascending.
SMILES	INS-1E GSIS act	DENV2 CPE rescue	CFTR F508del cor	PAX8 reporter	miR-122 sensor	FN deposit inh	EWS-Fli block
CC1CCCCN1C(=S)NCc1ccccc1 (stereo not given)	9	7	2.2	35	.	1	6
NC(=O)CSc1ccc(-c2ccc(F)cc2)nn1	3	-3	2.5	-18	.	-2	-19
Cc1ccc2nc3c(c(Nc4ccccc4)c2c1)CCC3	7	-7	-2.1	17	.	2	16
CN(C(=O)c1cccs1)C1(C)CCS(=O)(=O)C1 (stereo not given)	5	11	1.2	.	-5	-7	.
CCCCn1c(CNC(=O)Cc2ccccc2)nc2ccccc21	.	-1	-6.3	-6	.	-1	7
O=C(CSc1nnc(COc2ccccc2)o1)Nc1ccc(F)cc1	3	-1	-3.5	-4	3	-1	3
CCSCCOC(=O)C1=C(C)NC(=O)NC1c1ccc2c(c1)OCO2 (stereo not given)	-6	?	-0.2	-1	-2	-9	-4
Cc1ccccc1SCC(=O)Nc1cc(S(=O)(=O)N2CCOCC2)ccc1N1CCOCC1	-7	?	1.3	24	7	-1	22
C[C@@H]1CCCCO[C@@H](CN(C)Cc2ccc(Cl)c(Cl)c2)[C@H](C)CN([C@H](C)CO)C(=O)c2cc(N(C)C)ccc2O1	-23	3	4.3	18	-8[16.7 µM]	.	.

Going on with the list.
SMILES	INS-1E GSIS act	DENV2 CPE rescue	CFTR F508del cor	PAX8 reporter	miR-122 sensor	FN deposit inh	EWS-Fli block
CCOc1ccccc1N1CCN(C(=S)NCc2ccc(Cl)cc2)CC1	-36	20	-2.1	15	3	6	2
O=C(Nc1ccc(Cl)cc1)N[C@H]1CC[C@H](CCNS(=O)(=O)c2ccccc2F)O[C@H]1CO	-11	-1	-0.9	17	.	-4	-6
Cc1ccc(CNS(=O)(=O)c2ccc3c(c2)n(C)c(=O)c(=O)n3C)cc1	-8	4	3.8	8	1	.	0
CCCNC(=O)Nc1ccc2c(c1)OC[C@@H](C)N(C(=O)CC)C[C@H](C)[C@@H](OC)CN(C)C2=O	13	?	-2.2	.	-2[16.7 µM]	.	3
CCNC(=O)CON=C1c2ccccc2-c2ccccc21	4	-1	.	-14	.	2	3
Cc1ccc(S(=O)(=O)Nc2ccc3c(c2)C(=O)N([C@@H](C)CO)C[C@H](C)[C@@H](CN(C)C(=O)NC2CCCCC2)OCCCC[C@@H](C)O3)cc1	-8	-2	-1.6	-62	1[16.7 µM]	.	-4
C[C@@H]1CCCCO[C@H](CN(C)C)[C@H](C)CN([C@@H](C)CO)C(=O)c2cc(NC(=O)Nc3ccc4c(c3)OCO4)ccc2O1	0	.	-1.9	3	-12[16.7 µM]	.	-2
Cc1ccc(C)c(-c2nnc(NC(=O)Cc3ccccc3)o2)c1	4	0	-0.6	-6	-1	-11	20
Cc1cc(C)n(C(=O)/C=C/c2cccs2)n1	-10	14	1.9	4	-3	6	-1
Cc1ccc(CNc2nc3ccccc3n2C)cc1	2	-2	3.0	-8	-1	3	8
Oc1cccc(CN2CCN(c3ncc(Cc4ccccc4)cn3)CC2)c1	.	-8	-3.6	2	.	4	-8
Cc1ccc(S(=O)(=O)Nc2cccc3c2O[C@@H](CN(C)C(=O)NC(C)C)[C@H](C)CN([C@@H](C)CO)C3=O)cc1	10	7	-1.5	-1	7[16.7 µM]	.	-9
C[C@H]1CCCCO[C@@H](CN(C)C(=O)Nc2ccccc2)[C@@H](C)CN([C@@H](C)CO)C(=O)c2cc(NS(=O)(=O)c3ccc(Cl)cc3)ccc2O1	-12	-2	1.3	1	-9[16.7 µM]	-1	1
CCOc1ccc(NC(=O)CN(C)CC(=O)NC2CCCc3ccccc32)cc1OCC (stereo not given)	-19	.	.	-11	2	14	.
C/C=C/c1cnc2c(c1)C(=O)N([C@H](C)CO)C[C@H](C)[C@H](CN(C)C(=O)Nc1cccc(OC)c1)O2	-9	-5	2.6	0	-3[16.7 µM]	-8	-14
COCCNc1nc(-c2cc(-c3ccc(Cl)cc3)on2)cc(C(C)C)n1	-5	?	-0.4	-28	-8	-5	-4
C/C(=N\NC(=S)NCc1ccccc1)c1ccccc1	.	0	.	-10	-5	-7	-2
COc1ccc(NC(=O)Nc2ccc3c(c2)C(=O)N([C@H](C)CO)C[C@H](C)[C@H](CN(C)Cc2ccc(Cl)c(Cl)c2)O3)cc1	-23	7	0.6	.	-7[16.7 µM]	-6	3
Cn1ccsc1=NC(=O)c1cc(S(=O)(=O)N2CCOCC2)ccc1F	2	9	-0.8	.	.	3	-13
CC(=O)N1CC2(C1)[C@H](c1ccc(-c3ccc(C#N)cc3)cc1)[C@H](CO)N2C(=O)C1CC1	9	-15	-0.6	.	.	.	-2
C[C@H](CO)N1C[C@H](C)[C@@H](CN(C)C(=O)Nc2ccccc2)Oc2ccc(NC(=O)Cn3cnnn3)cc2CC1=O	17	5	-2.2	-12	6[16.7 µM]	.	2
COc1ccccc1CN1CCNC(=O)C1CC(=O)NCCc1cnccn1 (stereo not given)	-1	-3	0.2	-5	-6	4	3
CC[C@H](C)[C@@H]1NC(=O)c2cc([N+](=O)[O-])cc(F)c2OCC[C@@H](C(N)=O)NC(=O)[C@H](CCCCN)NC1=O	-1	-8	-0.3	-14	.	0	-5
O=C(N/N=C1/CCS(=O)(=O)c2ccc(F)cc21)c1cccnc1	10	0	-2.5	20	-1	4	-16
COCC(=O)N1CC2(C1)CN(Cc1ccc3c(c1)OCO3)[C@@H](CO)c1c2c2ccc(OC)cc2n1C	1	11	-0.1	.	.	-1	6
COc1ccc(Cc2nn3c(-c4cc(OC)c(OC)c(OC)c4)nnc3s2)cc1	.	.	.	12	-11	9	.
COCC#Cc1ccc2c(c1)O[C@H](CN(C)C(C)=O)[C@@H](C)CN([C@@H](C)CO)S2(=O)=O	11	-4	-0.5	.	9[16.7 µM]	-9	-11
CC(C)(C)c1ccc(C(=O)NCC(=O)N/N=C/c2cccs2)cc1	-50	0	-1.7	-3	9	6	.
COc1ccc(S(=O)(=O)N[C@H]2CC[C@H](CC(=O)NCc3ccccc3F)O[C@H]2CO)cc1	1	14	-1.1	-7	.	.	-1
CCC1CCCCN1C(=O)CSc1nnc(N)s1 (stereo not given)	-4	2	-2.0	.	-2	-2	-1
Cc1cc(Cl)ccc1OC(C)c1nnc(N)s1 (stereo not given)	-4	.	.	.	-1	-10	.
O=C(CN1C(=O)NC(Cc2c[nH]c3ccccc23)C1=O)Nc1ccccc1Br (stereo not given)	-41	?	-2.1	5	1	4	6
C[C@H]1CN([C@@H](C)CO)C(=O)c2cc(NC(=O)CCC(F)(F)F)ccc2O[C@@H]1CN(C)S(=O)(=O)c1cccs1	11	?	-1.7	.	-5[16.7 µM]	-6	-6
CCCCn1c(SCC(=O)NC2CC2)nc2cc(C(=O)OC)ccc2c1=O	10	0	2.7	5	-3	6	-2
O=C(/C=C/c1ccccc1Cl)Nc1ccccc1	.	-1	1.7	-80	-3	-1	20
C[C@H]1CN([C@@H](C)CO)C(=O)c2cc(-c3ccncc3)cnc2O[C@H]1CN(C)C(=O)c1cccc(F)c1	4	0	3.7	.	1[16.7 µM]	.	3
CC(=O)Nc1ccccc1NS(=O)(=O)c1cccc([N+](=O)[O-])c1	.	-5	-0.6	-5	-4	-3	-1
Cc1c(C(=O)n2cnc3ccccc32)cccc1[N+](=O)[O-]	3	-1	1.0	8	.	-2	-5
Cc1ccc(NS(=O)(=O)c2cc(C(=O)OCC(=O)NCC3CCCO3)ccc2C)cc1 (stereo not given)	13	4	0.8	-4	5	-7	-1
Cn1c(N)c(C(=O)COC(=O)c2cccc(S(=O)(=O)NCc3ccccc3)c2)c(=O)n(C)c1=O	0	4	-2.3	5	4	0	3
C[C@@H]1CN([C@H](C)CO)C(=O)c2cc(NC(=O)Cc3ccccc3)ccc2O[C@H]1CN(C)S(C)(=O)=O	2	4	0.4	-16	-10[16.7 µM]	-4	3
O=C(NCc1ccc(F)cc1)c1cc(C2CCCCN2C(=O)CCc2ccccc2)on1 (stereo not given)	-49	-1	0.6	8	2	-5	-1
CC1CCN(c2ccc([N+](=O)[O-])cc2C(=O)N2CCOCC2)CC1	21	2	-0.2	-3	-6	.	.
C=CCN=C1NC(c2cccc(F)c2)C(C(=O)OC)=C(C)N1Cc1ccccc1C(F)(F)F (stereo not given)	.	-5	0.5	6	.	9	12
